# NSD2 block – inhibitors of human NSD2 methyltransferase; AID 624260; NSD2-SET H3K36me1 DELFIA fluorescence, biochemical; inhibition, % at 12.5 µM; 44,000 compounds, 0.07% hits; O96028; in the data active means inhibition above about 54%, passing the limit was not always enough; inconclusive means no clear call, values can overlap the other calls;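 further: inhibitors reduce the monomethyl H3K36 fluorescence signal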
# Target sequence (O96028 whole entry, looked up): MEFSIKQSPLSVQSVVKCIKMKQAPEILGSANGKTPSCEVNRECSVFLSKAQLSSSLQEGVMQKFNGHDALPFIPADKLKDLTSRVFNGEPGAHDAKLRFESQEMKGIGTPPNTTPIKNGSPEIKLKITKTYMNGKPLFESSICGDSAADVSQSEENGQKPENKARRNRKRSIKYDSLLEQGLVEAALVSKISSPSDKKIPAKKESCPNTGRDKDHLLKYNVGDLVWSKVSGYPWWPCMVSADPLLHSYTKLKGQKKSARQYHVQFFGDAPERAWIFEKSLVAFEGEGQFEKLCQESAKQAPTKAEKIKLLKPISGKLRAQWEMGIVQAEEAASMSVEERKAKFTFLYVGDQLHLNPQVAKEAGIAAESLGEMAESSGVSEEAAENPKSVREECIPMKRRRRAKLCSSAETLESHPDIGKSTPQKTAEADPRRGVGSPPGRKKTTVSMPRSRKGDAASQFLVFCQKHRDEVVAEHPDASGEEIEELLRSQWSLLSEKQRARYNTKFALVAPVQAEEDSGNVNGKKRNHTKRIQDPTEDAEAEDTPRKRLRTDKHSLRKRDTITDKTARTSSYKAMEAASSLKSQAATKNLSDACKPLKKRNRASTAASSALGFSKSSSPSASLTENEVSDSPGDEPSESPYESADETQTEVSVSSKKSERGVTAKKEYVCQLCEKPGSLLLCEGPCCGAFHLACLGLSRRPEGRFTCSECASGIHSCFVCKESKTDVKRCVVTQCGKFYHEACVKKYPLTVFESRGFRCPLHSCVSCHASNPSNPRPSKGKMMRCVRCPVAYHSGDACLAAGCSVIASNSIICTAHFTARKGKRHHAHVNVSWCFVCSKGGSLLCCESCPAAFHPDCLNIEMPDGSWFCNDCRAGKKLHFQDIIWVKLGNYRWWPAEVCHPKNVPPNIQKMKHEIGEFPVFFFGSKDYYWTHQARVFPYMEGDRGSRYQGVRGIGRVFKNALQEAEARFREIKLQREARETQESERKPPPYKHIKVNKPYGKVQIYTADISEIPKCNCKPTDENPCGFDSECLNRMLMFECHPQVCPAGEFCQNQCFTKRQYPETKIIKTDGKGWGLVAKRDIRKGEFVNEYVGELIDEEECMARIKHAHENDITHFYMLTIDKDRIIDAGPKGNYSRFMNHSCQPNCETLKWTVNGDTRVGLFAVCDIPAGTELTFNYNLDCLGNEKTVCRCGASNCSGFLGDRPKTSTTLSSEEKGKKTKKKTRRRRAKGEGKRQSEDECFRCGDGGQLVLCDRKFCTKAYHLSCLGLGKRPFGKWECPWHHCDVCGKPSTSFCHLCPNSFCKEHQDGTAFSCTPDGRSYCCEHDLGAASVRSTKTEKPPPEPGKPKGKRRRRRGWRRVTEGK
# Active calls of the source: *; ? = inconclusive; & = joins results of further samples.
Compound	NSD2 block
CNC[C@H]1OCCCC[C@H](C)Oc2ccc(N)cc2C(=O)N([C@@H](C)CO)C[C@@H]1C	6
Cc1ccc2c(c1O)C(=O)c1ccc(O[C@@H]3O[C@H](CO[C@@H]4OC[C@@H](O)[C@H](O)[C@H]4O)[C@@H](O)[C@H](O)[C@H]3O)cc1C2=O	-8
Cc1noc(C)c1S(=O)(=O)Nc1ccc2c(c1)C(=O)N([C@H](C)CO)C[C@@H](C)[C@H](CN(C)Cc1ccc(C(F)(F)F)cc1)O2	-1
Cc1noc(C)c1S(=O)(=O)Nc1ccc2c(c1)C(=O)N([C@H](C)CO)C[C@H](C)[C@H](CN(C)S(=O)(=O)c1ccc(Cl)cc1)OCCCC[C@@H](C)O2	1
CCOC(=O)Cc1nc(OCC(=O)c2ccc(F)cc2)cs1	-4
CNC[C@@H]1Oc2cc(-c3ccncc3)ccc2S(=O)(=O)N([C@H](C)CO)C[C@H]1C	5
C=C1CCC2[C@](C)(CCC[C@]2(C)C(=O)O)[C@H]1CC/C(C)=C/C(=O)O (stereo not given in full)	4
O=C(C[C@H]1C=C[C@H](NC(=O)Nc2cccc(F)c2)[C@@H](CO)O1)NCC1CCCCC1	1
CC(=O)N(C)C[C@@H]1Oc2cc(-c3ccccc3C)ccc2S(=O)(=O)N([C@@H](C)CO)C[C@H]1C	4
C[C@@H]1CN([C@H](C)CO)C(=O)c2cccc(NC(=O)c3ccc(-c4nccs4)cc3)c2O[C@@H]1CN(C)CC1CC1	-1

# A few values from above.
# `O=C(C[C@H]1C=C[C@H](NC(=O)Nc2cccc(F)c2)[C@@H](CO)O1)NCC1CCCCC1` | NSD2 block: 1
# `Cc1noc(C)c1S(=O)(=O)Nc1ccc2c(c1)C(=O)N([C@H](C)CO)C[C@@H](C)[C@H](CN(C)Cc1ccc(C(F)(F)F)cc1)O2` | NSD2 block: -1

# The list goes on.
Compound	NSD2 block
COc1ccc(-c2nc3c(c(SC)n2)COC(C)(C)C3)cc1	12
COc1ccc(NC(=O)N(C)C[C@@H]2Oc3ccc(NC(=O)CCN4CCOCC4)cc3C(=O)N([C@H](C)CO)C[C@@H]2C)cc1	6
CNC[C@H]1Oc2c(NS(C)(=O)=O)cccc2C(=O)N([C@@H](C)CO)C[C@@H]1C	9
O=c1c2ccccc2cnn1Cc1n[nH]c(=S)n1-c1ccc2c(c1)OCCO2	0
O=C(C[C@H]1C=C[C@H](NS(=O)(=O)c2cccc(F)c2)[C@@H](CO)O1)N1CCCCC1	1
C[C@H]1CN([C@@H](C)CO)C(=O)c2cccc(NC(=O)Nc3ccc4c(c3)OCO4)c2O[C@H]1CN(C)Cc1ccc(C(F)(F)F)cc1	3
C[C@H](CO)N1C[C@H](C)[C@H](CN(C)Cc2ccncc2)Oc2c(NC(=O)C3CC3)cccc2C1=O	7
C[C@@H]1CN([C@H](C)CO)C(=O)c2cc(-c3ccncc3)cnc2O[C@@H]1CN(C)S(=O)(=O)c1ccccc1	-1
Cc1noc(C)c1NC(=O)N(C)C[C@@H]1Oc2ccc(NS(=O)(=O)c3ccc(Cl)cc3)cc2C(=O)N([C@@H](C)CO)C[C@H]1C	1
COc1c(O[C@@H]2O[C@H](C(=O)O)[C@@H](O)[C@H](O)[C@H]2O)cc(O)c2c(=O)cc(-c3ccccc3)oc12	26
C[C@H]1CN([C@@H](C)CO)S(=O)(=O)c2ccc(C#Cc3ccccc3)cc2O[C@H]1CN(C)C(=O)C1CC1	-4
Cn1cnc(S(=O)(=O)N[C@H]2CC[C@@H](CC(=O)N3CCN(c4ccccc4)CC3)O[C@H]2CO)c1	5
CC(C)NC(=O)Nc1ccc2c(c1)C(=O)N([C@@H](C)CO)C[C@H](C)[C@@H](CN(C)C(=O)C1CCCCC1)OCCCC[C@H](C)O2	2
CC(C)NC(=O)N(C)C[C@H]1Oc2cc(-c3cncnc3)ccc2S(=O)(=O)N([C@H](C)CO)C[C@H]1C	-1
CC(C)NC(=O)N(C)C[C@H]1Oc2cc(-c3ccccc3F)ccc2S(=O)(=O)N([C@@H](C)CO)C[C@@H]1C	-3
C[C@@H]1CN([C@H](C)CO)C(=O)Cc2cc(NC(=O)C3CCCCC3)ccc2O[C@H]1CN(C)C(=O)Nc1cccc2ccccc12	3
CCCNC(=O)C[C@H]1C[C@@H]2c3cc(NC(=O)c4ccc5c(c4)OCO5)ccc3O[C@@H]2[C@@H](CO)O1	8
COc1ccc(NC(=O)Nc2ccc3c(c2)C(=O)N([C@H](C)CO)C[C@H](C)[C@@H](CN(C)C(=O)NC2CCCCC2)OCCCC[C@H](C)O3)cc1	-3
CCCCn1c(=O)c2c(ncn2CC(C)=O)n(CCCC)c1=O	-2
CN(C)CCCNC(=O)[C@@]1(c2ccc([N+](=O)[O-])cc2)CC(=O)N(CC23CC4CC(CC(C4)C2)C3)[C@@H]1c1ccc(CO)cc1	11

# Random excerpt: seven entries already listed.
Compound	NSD2 block
CNC[C@@H]1Oc2cc(-c3ccncc3)ccc2S(=O)(=O)N([C@H](C)CO)C[C@H]1C	5
CN(C)CCCNC(=O)[C@@]1(c2ccc([N+](=O)[O-])cc2)CC(=O)N(CC23CC4CC(CC(C4)C2)C3)[C@@H]1c1ccc(CO)cc1	11
O=c1c2ccccc2cnn1Cc1n[nH]c(=S)n1-c1ccc2c(c1)OCCO2	0
C[C@H](CO)N1C[C@H](C)[C@H](CN(C)Cc2ccncc2)Oc2c(NC(=O)C3CC3)cccc2C1=O	7
C[C@H]1CN([C@@H](C)CO)C(=O)c2cccc(NC(=O)Nc3ccc4c(c3)OCO4)c2O[C@H]1CN(C)Cc1ccc(C(F)(F)F)cc1	3
CCOC(=O)Cc1nc(OCC(=O)c2ccc(F)cc2)cs1	-4
CC(C)NC(=O)N(C)C[C@H]1Oc2cc(-c3cncnc3)ccc2S(=O)(=O)N([C@H](C)CO)C[C@H]1C	-1

# Next section.
Compound	NSD2 block
COCC(=O)N(C)C[C@H]1Oc2ncc(C#Cc3ccc(F)cc3)cc2C(=O)N([C@H](C)CO)C[C@H]1C	-1
Cc1noc(C)c1S(=O)(=O)N(C)C[C@@H]1Oc2ccc(NC(=O)Cn3cnnn3)cc2CC(=O)N([C@@H](C)CO)C[C@H]1C	-5
C[C@H](CO)N1C[C@H](C)[C@H](CN(C)C)OCCCC[C@H](C)Oc2ccc(NC(=O)Nc3ccc4c(c3)OCO4)cc2C1=O	4
C[C@@H]1CN([C@@H](C)CO)C(=O)c2cc(NC(=O)CCCCCC(=O)Nc3ccccc3N)ccc2O[C@H]1CN(C)S(C)(=O)=O	-1
C[C@@H]1CCCCO[C@@H](CN(C)C(=O)c2ccccc2)[C@@H](C)CN([C@H](C)CO)C(=O)c2cc(NS(=O)(=O)c3ccccc3)ccc2O1	?
C[C@@H]1CN([C@@H](C)CO)C(=O)Cc2cc(NS(C)(=O)=O)ccc2O[C@@H]1CN(C)Cc1ccc(C(=O)Nc2ccccc2N)cc1	6
C[C@@H]1CN([C@@H](C)CO)C(=O)Cc2cc(NC(=O)c3ccncc3)ccc2O[C@H]1CN(C)S(=O)(=O)c1ccc(F)cc1	-3
COc1ccc(S(=O)(=O)Nc2ccc3c(c2)CC(=O)N([C@@H](C)CO)C[C@@H](C)[C@@H](CN(C)CC2CCCCC2)O3)cc1	-5
CC(C)NC(=O)N(C)C[C@H]1Oc2ncc(C#CCc3ccccc3)cc2C(=O)N([C@@H](C)CO)C[C@@H]1C	-16
C[C@H](CO)N1C[C@H](C)[C@H](CN(C)C(=O)Nc2ccc(F)cc2)Oc2ccc(NC(=O)CCCCCC(=O)Nc3ccccc3N)cc2CC1=O	1
C[C@H]1CN([C@@H](C)CO)C(=O)c2cccc(NS(=O)(=O)c3cccs3)c2O[C@@H]1CN(C)C(=O)Nc1cccc2ccccc12	7
CC(C)CC#Cc1cnc2c(c1)C(=O)N([C@H](C)CO)C[C@@H](C)[C@H](CN(C)C(=O)NC1CCCC1)O2	-3
C[C@H](CO)N1C[C@H](C)[C@H](CN(C)C(=O)c2ccncc2)Oc2cc(/C=C/c3ccccc3)ccc2S1(=O)=O	1
C[C@@H]1CN([C@H](C)CO)C(=O)c2cc(NC(=O)Cc3cn(C)c4ccccc34)ccc2O[C@@H]1CN(C)Cc1ccc(C(=O)O)cc1	2
C[C@H]1CN([C@@H](C)CO)C(=O)c2cccc(NC(=O)Nc3ccc(C(F)(F)F)cc3)c2O[C@H]1CN(C)CC1CCCCC1	1
C[C@H]1CN([C@@H](C)CO)C(=O)Cc2cc(NC(=O)Nc3ccc4c(c3)OCO4)ccc2O[C@@H]1CN(C)C	3
Cc1noc(C)c1S(=O)(=O)Nc1ccc2c(c1)C(=O)N([C@@H](C)CO)C[C@H](C)[C@@H](CN(C)Cc1ccc3c(c1)OCO3)O2	1
C[C@@H]1CN([C@@H](C)CO)C(=O)c2cc(NS(=O)(=O)c3cccs3)ccc2O[C@@H](C)CCCCO[C@H]1CN(C)C(=O)CCCN(C)C	-21
CC(=O)N(C)C[C@H]1Oc2cc(-c3cccnc3)ccc2S(=O)(=O)N([C@H](C)CO)C[C@H]1C	-3
C[C@H](CO)N1C[C@H](C)[C@@H](CN(C)C(=O)CC2CC2)Oc2cc(-c3ccncc3)ccc2S1(=O)=O	3
Cc1noc(C)c1NC(=O)N(C)C[C@@H]1OCCCC[C@H](C)Oc2ccc(NC(=O)NC3CCCCC3)cc2C(=O)N([C@@H](C)CO)C[C@H]1C	1
COc1ccc(CN(C)C[C@H]2Oc3ccc(NC(=O)Nc4cccc5ccccc45)cc3C(=O)N([C@H](C)CO)C[C@H]2C)cc1	-3
Cc1cc(C(=O)Nc2cccc3c2O[C@@H](CN(C)C)[C@H](C)CN([C@H](C)CO)C3=O)n(C)n1	-1
C[C@H]1CCCCO[C@@H](CN(C)C)[C@@H](C)CN([C@@H](C)CO)C(=O)c2cc(NC(=O)Nc3cccc4ccccc34)ccc2O1	2
C[C@H](CO)N1C[C@H](C)[C@@H](CN(C)S(=O)(=O)c2ccc(Cl)cc2)Oc2ccc(NC(=O)Nc3ccccc3)cc2CC1=O	-2
O=C(O)C1=C[C@@H](c2ccc3c(c2)OCO3)C[C@@H](OCc2ccc(CO)cc2)O1	1&-2
COC(=O)c1cc(CO)cc(O)c1C(=O)c1c(O)cccc1O	-11
C[C@H](CO)N1C[C@H](C)[C@H](CN(C)C(=O)Nc2ccc3c(c2)OCO3)Oc2ccc(NC(=O)Nc3ccc4c(c3)OCO4)cc2CC1=O	0
CCCCN1CCC(CCC(=O)c2cc(Cl)c(N)cc2OC)CC1	8
CCCc1nc(SCC(=O)c2ccccc2Cl)[nH]c(=O)c1C	-1
Cc1noc(C)c1S(=O)(=O)Nc1ccc2c(c1)C(=O)N([C@H](C)CO)C[C@H](C)[C@H](CN(C)CC1CCCCC1)O2	3
C[C@H](CO)N1C[C@H](C)[C@H](CN(C)Cc2ccc(C(F)(F)F)cc2)Oc2c(NS(C)(=O)=O)cccc2C1=O	3
C[C@H](O)C#Cc1ccc2c(c1)O[C@@H](CN(C)C)[C@@H](C)CN([C@@H](C)CO)S2(=O)=O	6
C[C@H]1CN([C@@H](C)CO)C(=O)c2cccc(NC(=O)CCCCCC(=O)Nc3ccccc3N)c2O[C@@H]1CN(C)C(=O)Nc1cccc2ccccc12	12
Cc1ccccc1-c1ccc2c(c1)O[C@H](CN(C)Cc1ccncc1)[C@H](C)CN([C@@H](C)CO)S2(=O)=O	-3
C[C@H]1CN([C@@H](C)CO)C(=O)Cc2cc(NC(=O)Nc3ccc(C(F)(F)F)cc3)ccc2O[C@@H]1CN(C)S(=O)(=O)c1cn(C)cn1	2
S=C1NCCN1CCOc1ccccc1	-15
COc1ccc(NC(=O)N(C)C[C@H]2Oc3cc(C#CCN(C)C)ccc3S(=O)(=O)N([C@@H](C)CO)C[C@@H]2C)cc1	5
C[C@@H]1CCCCO[C@@H](CN(C)C(=O)Nc2ccccc2)[C@H](C)CN([C@@H](C)CO)C(=O)c2cc(NC(=O)C3CCCCC3)ccc2O1	12
C[C@@H]1CCCCO[C@H](CN(C)S(=O)(=O)c2cccs2)[C@H](C)CN([C@@H](C)CO)C(=O)c2cc(NS(=O)(=O)c3cn(C)cn3)ccc2O1	0
OCCN1CCN(CC#CCn2c3ccccc3c3ccccc32)CC1	-1
CC(C)NC(=O)N(C)C[C@H]1Oc2cc(C#Cc3ccccn3)ccc2S(=O)(=O)N([C@@H](C)CO)C[C@@H]1C	-4
C[C@H]1CN([C@@H](C)CO)C(=O)c2cccc(NC(=O)C3CCCCC3)c2O[C@@H]1CN(C)CC1CC1	-1
Cc1cc(C(=O)Nc2cccc3c2O[C@@H](CN(C)CC2CC2)[C@H](C)CN([C@@H](C)CO)C3=O)n(C)n1	-2
CN1CCN(C(=O)C[C@H]2CC[C@@H](NS(=O)(=O)c3cccc(F)c3)[C@H](CO)O2)CC1	4
Cc1noc(C)c1S(=O)(=O)N(C)C[C@@H]1Oc2ccc(NC(=O)CCCN(C)C)cc2C(=O)N([C@@H](C)CO)C[C@@H]1C	-1
Cc1noc(C)c1NC(=O)Nc1ccc2c(c1)C(=O)N([C@@H](C)CO)C[C@@H](C)[C@@H](CN(C)Cc1ccc3c(c1)OCO3)OCCCC[C@@H](C)O2	3
CC(C)NC(=O)N(C)C[C@H]1OCCCC[C@@H](C)Oc2ccc(NS(=O)(=O)c3ccc(F)cc3)cc2C(=O)N([C@@H](C)CO)C[C@@H]1C	-2
CC(=O)N(C)C[C@@H]1Oc2ncc(C#CCc3ccccc3)cc2C(=O)N([C@H](C)CO)C[C@H]1C	-5
CCCNC(=O)N(C)C[C@@H]1Oc2ncc(-c3cccc(C#N)c3)cc2C(=O)N([C@@H](C)CO)C[C@H]1C	-1
COc1ccc(CN(C)C[C@H]2Oc3ccc(NC(=O)Cn4cnnn4)cc3CC(=O)N([C@H](C)CO)C[C@@H]2C)cc1	3
Cc1cccc(S(=O)(=O)N(C)C[C@H]2OCc3ccccc3-c3c(n(C)c4ccccc34)C(=O)N([C@@H](C)CO)C[C@H]2C)c1	0

# Compound activity (PubChem)

# A portion of the library; count on the stated rates, not on these rows.
